High-throughput results (PubChem BioAssay)
Myeloid diff MLP = myeloid differentiation induction; ER-HoxA9 myeloid progenitors, lysozyme-GFP differentiation, flow cytometry; calls only at 10 µM; 360,000 tested, 1% active; AID 624256;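 active = normalized GFP-positive differentiation at or above the plate's own cutoff, the solvent-only control mean plus 3 SD; inconclusive = no clear call, values can overlap the other calls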;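 note: cells exposed to compound for four days before flow analysis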
Rac1 GTP hydrolysis = MgcRacGAP GTPase-activating activity inhibitors, confirmation, biochemical, ADP Hunter fluorescence. AID 624330. 340,000 tested, 0.6% active. inhibition, % at 30 µM; hits with a dose series show IC50 in µM. MgcRacGAP-stimulated Rac1 GTP hydrolysis, ADP Hunter fluorescence; higher % means a stronger effect; GST-tagged Rac1 F28L mutant substrate;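 active = first-screen hits whose inhibition reached a set limit at any dose in the follow-up dose series; inconclusive = inhibition above the set first-screen limit but never retested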;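 note: fluorescence reports GDP produced by GAP-driven GTP hydrolysis; strong numbers were not always called active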
GPR55 antagonists = inhibition of LPI-stimulated GPR55 beta-arrestin translocation – imaging, U2OS, beta-arrestin-GFP, LPI agonist, primary screen (AID 2013); U2OS GPR55 beta-arrestin-GFP translocation imaging, LPI antagonism; higher % means a stronger effect; inhibition, % at 10 µM; hits with a dose series show IC50 in µM; 290,000 tested, 0.13% active;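 active = spots per cell inhibited over 60%, with over 100 cells counted and total cytoplasm intensity under 500,000; inconclusive = wells with under 100 cells, flagged as likely toxic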;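 note: U2OS cells stably carrying GPR55 and arrestin-GFP stimulated by 5 µM LPI near EC80; imaged beta-arrestin-GFP aggregate spots per cell after agonist stimulation; plate controls were LPI-stimulated DMSO wells for no effect and DMSO wells without LPI for full effect; some results filed as inactive read as strong as hits; confirmed hits need IC50 under 10 µM and bright autofluorescent wells are also inconclusive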
NTR1 ag = agonists of NTR1, primary screen, imaging, U2OS cells, beta-arrestin-GFP, high content (AID 493036) | NTR1-U2OS beta-arrestin-GFP spot imaging, agonist mode | P30989 | activation, % at 20 µM | 330,000 tested, 0.17% active;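 active = activation at or above 40% of the spot to cytoplasm intensity ratio, with at least 20 cells analyzed; inconclusive = wells under 20 cells, flagged as cytotoxic or low count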;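 note: 0% = DMSO without peptide and 100% = 100 nM NTR1 peptide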
Target sequence (P30989 whole entry, looked up): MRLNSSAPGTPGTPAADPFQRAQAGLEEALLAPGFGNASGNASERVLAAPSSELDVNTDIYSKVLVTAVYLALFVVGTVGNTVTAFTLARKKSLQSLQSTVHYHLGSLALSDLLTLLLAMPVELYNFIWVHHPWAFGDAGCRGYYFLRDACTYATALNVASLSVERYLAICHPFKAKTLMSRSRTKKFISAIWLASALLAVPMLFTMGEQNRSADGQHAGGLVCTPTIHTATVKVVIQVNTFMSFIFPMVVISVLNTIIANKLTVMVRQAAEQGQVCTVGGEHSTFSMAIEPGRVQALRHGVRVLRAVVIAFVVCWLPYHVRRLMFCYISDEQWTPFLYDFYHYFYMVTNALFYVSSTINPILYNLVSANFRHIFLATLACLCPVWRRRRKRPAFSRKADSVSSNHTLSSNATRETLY
Salmonella PhoP GFP = inhibitors of PhoP regulon expression, primary screen, Salmonella Typhimurium, GFP reporter (AID 1863); S. Typhimurium PhoP-regulated promoter GFP reporter, 4 h; higher % means a stronger effect; one-dose inhibition, % at 50 µM; IC50 in µM for titrated hits; 300,000 tested, 0.16% active;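 active = inhibition over 29.93%, a cutoff 3 SD above the screen mean, later confirmed by dose response; inconclusive = inhibition over 29.93% but no dose response follow-up; inactive = inhibition at most 29.93% or unconfirmed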;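 note: 0% = low Mg2+ inducing control and 100% = high Mg2+ repressing control; strong numbers were not always called active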
LYP inhibition = inhibitors of LYP phosphatase, biochemical, fluorescence intensity, uHTS (AID 1779). recombinant LYP phosphatase, fluorescence intensity; higher % means a stronger effect. inhibition, % at 11.5 µM, or IC50 in µM where a hit was titrated. 290,000 tested, 0.054% active; in the data active = inhibition above about 50%;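 note: plate controls were vehicle with enzyme for no effect and no enzyme for full effect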
Siah-1 displacement = blockers of Siah-1 interaction with plectin peptide – biochemical, fluorescence polarization, rhodamine-plectin, uHTS, primary screen (AID 1817) | Siah-1 / rhodamine-plectin peptide fluorescence polarization; higher % means a stronger effect | one-dose displacement, % at 20 µM; IC50 in µM for titrated hits | 290,000 tested, 0.02% active;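 active = displacement of at least 50% at 20 µM, with a fluorescence ratio check between 0.3 and a set limit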;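 note: plate controls were Siah plus tracer with DMSO for no effect and tracer alone without Siah for full effect; strong numbers were not always called active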
GPR35 antagonists = inhibition of zaprinast-stimulated GPR35 beta-arrestin translocation – imaging, U2OS, beta-arrestin-GFP, zaprinast agonist, primary screen (AID 2058) | U2OS GPR35 beta-arrestin-GFP translocation imaging, zaprinast antagonism; higher % means a stronger effect | one-dose inhibition, % at 10 µM; IC50 in µM for titrated hits | 290,000 tested, 0.052% active;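 active = inhibition of at least 50% with at least 30 cells and total cytoplasm GFP at most 10,000,000; inconclusive = under 30 cells or total GFP of 10,000,000 plus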
HIV peptide binding = cell-free HIV fusion peptide-binding blockers – biochemical, uHTS, fluorescence dequenching, primary screen (AID 1986) | 290,000 tested, 0.3% active | inhibition, % at 20 µM; hits with a dose series show IC50 in µM | cell-free peptide binding, fluorescence dequenching, 30 min; higher % means a stronger effect; in the data active = inhibition mostly above about 52%, no sharp cut-off; inactive = mostly below about 76%; note: some results filed as inactive read as strong as hits
NTR1 ag cell count 20 µM = also measured in NTR1 ag; calls as there; cell count; measured here: cell count, cytotoxicity flag
Myeloid diff MLP GFP+ MAC1+ % = second read-out of Myeloid diff MLP, no call of its own (marks repeat the call); GFP+ MAC1+ double positive, %; measured here: differentiation confirmed by MAC1 staining
An asterisk follows results filed as active; i = inactive; ? = inconclusive; / = no result given. Only part of the results is shown (hit frequency here may not be typical).

SMILES	Myeloid diff MLP	Myeloid diff MLP GFP+ MAC1+ %	Rac1 GTP hydrolysis	GPR55 antagonists	NTR1 ag	NTR1 ag cell count 20 µM	Salmonella PhoP GFP	LYP inhibition	Siah-1 displacement	GPR35 antagonists	HIV peptide binding
Cc1ccc(-n2c(O)c(C=NCCN3CCOCC3)c(=O)[nH]c2=O)cc1	i	1.0	14%	-9%	-0.1	55	-13%	-6%	-4%	7%	0.5%
Cc1ccsc1C(=O)C1CCCN(Cc2ccn[nH]2)C1 (configuration not stated)	i	0.1	15%	28%	-0.3	58	3%	-8%	3%	-1%	-0.6%
O=c1[nH]c(=O)n(Cc2ccccc2)c(O)c1/C=N/NCCO	i	0.4	/	8%	-0.5	54	-9%	-7%	4%	-3%	10%
CCCCc1cc(=O)oc2cc(OCC(=O)N3C[C@H]4C[C@@H](C3)c3cccc(=O)n3C4)c(Cl)cc12	i	2.4	11%	-4%	0.6	86	-2%	4%	1%	-15%	0.6%
N#Cc1c(/N=C/c2ccc(O)cc2O)sc2c1C1CCN2CC1	i	0.7	20%	4%	-2.5	45	20%	-9%	4%	27%	3.0%
COc1ccc(C(=O)C(C)(C)NO)cc1	i	0.7	10%	-2%	-1.5	51	-7%	6%	4%	-8%	0.0%
CCN(CC)P(=O)(c1n(CC)cc[n+]1CC)N(CC)CC	i	0.5	0%	-4%	-0.8	28	-3%	-4%	0%	10%	-1.0%
O=C(CCc1ccccc1)N1C[C@H]2C[C@@H](C1)c1cccc(=O)n1C2	i	1.9	5%	0%	-2.3	94	8%	-11%	2%	-8%	-0.6%
CC(C)n1c(O)c(C2c3cc(Cl)ccc3Oc3[nH]c(=O)n(C(C)C)c(=O)c32)c(=O)[nH]c1=O (configuration not stated)	?	/	29%	26%	/	/	10%	-8%	-3%	8%	5.9%
COC(=O)c1ccc(NC(=O)CSc2nc3ccc(N4C(=O)C5C6C=CC(C6)C5C4=O)cc3s2)cc1 (configuration not stated)	i	0.5	6%	20%	63*	46*	7%	1%	29%	-6%	1.3%
COc1ccc(NC(=O)CN2CC=C(c3ccccc3)CC2)cc1S(=O)(=O)N1CCOCC1	i	0.1	-8%	-7%	0.0	49	-4%	5%	-2%	-7%	0.3%
CC1CC(OC(=O)c2ccccc2)CC(C)N1C (configuration not stated)	i	0.5	2%	3%	-0.5	72	-5%	-5%	-4%	2%	0.0%
O=[N+]([O-])c1cc(F)c(N2CCCC2)cc1Br	i	0.2	3%	5%	0.4	92	-2%	-3%	22%	-1%	0.1%
CCOP(=O)(OCC)c1cccc(O)c1	i	0.6	10%	-5%	1.7	87	-7%	0%	-4%	-5%	-0.3%
Cc1ccccc1NC1=NCCCS1	i	0.8	8%	9%	-1.4	41	-3%	-2%	4%	-6%	-0.7%
CN1CCN(Cc2ccccc2Sc2ccccc2)CC1	i	0.2	9%	8%	-1.2	60	2%	-9%	-5%	13%	-4.0%
Cc1c(N=Nc2c(O)[nH]c(=S)[nH]c2=O)c(=O)n(-c2ccccc2)n1C	i	0.8	8%	-3%	0.4	69	0%	-1%	-5%	2%	6.0%
Cc1nc2nc(C)c(CCC(=O)N3CCC4(CC3)OCCO4)c(C)n2n1	i	1.8	7%	6%	-0.4	76	-9%	-9%	-3%	4%	3.3%
Cc1cc(/C=C2\C(=O)NC(=O)N(Cc3ccccc3Cl)C2=O)c(C)n1-c1ccc(C(=O)O)cc1	i	0.3	25%	4%	-0.9	30	/	-2%	3%	-3%	68%
Cc1ccc2c(c1)[C@@H]1CN(C)CC[C@@H]1N2C(=O)Nc1cccc(C(F)(F)F)c1	i	3.6	3%	-6%	-1.3	51	6%	-4%	0%	-1%	4.6%
O=C(COc1ccc2ccccc2c1)N1CCN(C2CCN(Cc3ccccc3)CC2)CC1	i	0.7	3%	-2%	1.3	92	4%	0%	-2%	0%	0.6%
CCOC(=O)c1c(C)n(Cc2ccc(F)cc2)c2ccc(O)cc12	i	0.3	10%	1%	12	75	-5%	-1%	1%	10%	-3.0%
CCn1c(C)c(C(=O)NCCc2ccccc2)c2cc(OC)ccc21	i	0.3	5%	14%	3.7	92	10%	-11%	8%	-5%	3.2%
COC(=O)c1ccc(C(C(=O)NC2CCCCC2)N(CCN2CCOCC2)C(=O)Cc2cccs2)cc1 (configuration not stated)	i	0.4	1%	1%	-1.9	107	-3%	-3%	2%	-11%	0.0%
CC(C)CCNC(=O)c1c(N)n(Cc2ccc3c(c2)OCO3)c2nc3ccccc3nc12	i	5.1	10%	21%	15	81	7%	0%	0%	-6%	0.7%
Cn1cc(C(=O)N2CCC3(CC2)OCCO3)c2c3ccccc3n(C)c2c1=O	i	0.7	6%	4%	-0.6	54	6%	-8%	-7%	16%	-3.0%
C=CCn1c(O)c(C(C)=Nc2ccc(C(=O)O)cc2)c(=O)[nH]c1=O	i	0.5	1%	2%	1.3	66	-9%	-6%	-1%	7%	2.2%
Cc1nn(C)c(C)c1P(=S)(c1c(C)nn(C)c1C)N(C)C	i	2.4	2%	2%	-0.7	51	5%	-6%	-3%	-12%	0.2%
CC(=Nc1ccc2c(c1)CCC2)c1c(O)n(C)c(=O)n(C)c1=O	i	0.6	9%	18%	-1.4	45	/	-4%	-1%	10%	-0.9%
CC(CCc1ccccc1)NCCC#N (configuration not stated)	i	0.5	8%	-3%	-0.4	47	-6%	-8%	-1%	0%	0.9%
C=CCn1c(O)c(C(CC)=Nc2cccc(C(F)(F)F)c2)c(=O)[nH]c1=O	i	0.2	7%	6%	0.0	61	-3%	-4%	3%	4%	2.0%
CCOC(=O)c1c(C)n(Cc2ccco2)c2ccc(O)cc12	i	1.5	13%	7%	1.9	52	-4%	-8%	-6%	0%	1.7%
O=C(C1CCC(=O)N1C1CCCCC1)N1CCC2(CC1)OCCO2 (configuration not stated)	i	0.8	7%	15%	-0.3	50	9%	-6%	2%	15%	-2.7%
COc1ccc(-c2cc(=NCCC(=O)O)c3cc(C)ccc3o2)cc1	i	0.5	-1%	-10%	/	/	-10%	-78%	-2%	0%	-0.6%
CCn1cc(/C=c2/sc3n(c2=O)C2c4ccccc4OC(C)(N=3)C2C(=O)OC)c(C)n1 (configuration not stated)	i	1.4	-7%	18%	-1.0	28	-3%	2%	5%	-8%	2.4%
COc1ccc(CC2c3cc(OC)c(OC)cc3CCN2C)cc1OC (configuration not stated)	i	2.5	3%	-6%	0.3	94	-7%	-11%	-2%	9%	-0.6%
Cc1ccc2c(c1)C1CN(C)CCC1N2C(=S)Nc1cccnc1 (configuration not stated)	i	0.0	2%	9%	0.5	46	-12%	-4%	2%	-4%	0.3%
O=Cc1cn(Cc2ccc(F)cc2)c2ccccc12	i	0.9	8%	15%	0.7	77	-8%	-8%	-2%	14%	0.0%
O=c1[nH]c(=O)n(Cc2ccc(F)cc2)c(O)c1/C=N/Nc1ccccc1	i	0.5	-6%	10%	-0.6	49	-13%	-2%	8%	-13%	-0.4%
Cc1ccc(-c2cc(-c3ccc(C)cc3)[n+](C)o2)cc1	i	2.5	7%	4%	/	/	-9%	-5%	15%	-1%	1.3%
CC[C@H]1CN(C)CCc2c([nH]c3ccccc23)C(=O)C[C@@H]1/C(=C\OC)C(=O)OC	i	2.7	0%	/	-0.2	74	11%	/	/	/	/
N[C@@H](Cc1c[nH]c2ccccc12)c1nnc(SCc2c(F)cccc2Cl)o1	i	0.5	2%	70%	2.6	74	-2%	-6%	-4%	12%	-0.2%
CCOC(=O)c1cccc(NC(=O)c2c(O)[nH]c(=O)[nH]c2=O)c1	i	1.1	5%	/	-0.2	51	-7%	/	/	/	/
COc1ccccc1NC1(C#N)CCCCC1	i	0.3	6%	-3%	1.7	89	-10%	-8%	-3%	4%	-2.8%
CCOc1ccc(-c2cc(C)[n+](CCc3ccc(OC)c(OC)c3)c(-c3ccc(OCC)cc3)c2)cc1	i	1.2	17%	-9%	22	93	14%	-3%	5%	-14%	0.0%
Cc1occc1C(=O)N1CCC2(CC1)OCCO2	i	6.5	9%	-17%	1.3	50	-1%	-6%	4%	1%	-0.3%
COc1ccccc1N1CCN(Cc2ccc(Cl)cc2Cl)CC1	i	5.2	20%	1%	0.6	53	19%	-4%	8%	15%	0.5%
CCCCCCCCCCCCCCCC[N+](C)(C)C	?	/	13%	/	2.2	58	34µM*	/	/	/	/
CC(C)c1oc(=O)cc2c1[C@@H](O)[C@H]1OC(=O)[C@@]3(C)CC[C@@H](O)[C@@]2(C)C13 (some centres not stated)	i	1.1	0%	3%	4.4	62	4%	-7%	-2%	-1%	1.5%
Cc1nc2ccccc2c(=O)n1-c1ccc(C(=O)O)cc1	i	0.6	2%	-2%	-0.3	72	-4%	-6%	-3%	-5%	-1.5%

(further entries)
SMILES	Myeloid diff MLP	Myeloid diff MLP GFP+ MAC1+ %	Rac1 GTP hydrolysis	GPR55 antagonists	NTR1 ag	NTR1 ag cell count 20 µM	Salmonella PhoP GFP	LYP inhibition	Siah-1 displacement	GPR35 antagonists	HIV peptide binding
C/C(CCc1c[nH]c2ccccc12)=N\O	i	5.2	11%	-2%	2.7	78	13%	-5%	-3%	-4%	-1.8%
CCc1ccc(CNCCc2ccccc2F)cc1	i	0.6	-7%	11%	0.5	42	10%	-2%	-2%	-9%	-1.0%
O=C1C2CCN(CC2)C1Cc1ccc(OCc2ccccc2)cc1 (configuration not stated)	i	0.3	-1%	6%	1.4	59	-4%	-5%	5%	-20%	-0.5%
CC(C)C/C(=N/O)c1cn(C)c2ccccc12	i	0.2	0%	2%	0.2	41	-2%	-4%	12%	-2%	1.6%
CCCOc1ccc(C(=O)NC(=S)N2C[C@H]3C[C@H](C2)c2cccc(=O)n2C3)cc1	i	3.1	8%	-20%	-1.3	84	-2%	-5%	13%	-7%	-0.6%
O=P(O)(O)Oc1ccccc1P(=O)(c1ccccc1)c1ccccc1	i	0.6	5%	-15%	-0.6	81	/	-3%	0%	7%	-0.5%
c1ccc2c(c1)Sc1ccccc1N2CC1CN2CCC1CC2 (configuration not stated)	i	1.2	1%	-5%	9.5	50	133µM*	-4%	-3%	-10%	-1.0%
O=P(Nc1cccnc1)(Oc1ccccc1)Oc1ccccc1	i	0.6	11%	1%	2.4	76	-11%	-6%	-1%	-5%	-0.5%
